Bioassay records: PubChem, Vanderbilt High Throughput Screening Facility
Cav32 inh = inhibitors of human Cav3.2 T-type calcium channel. O95180. Cav3.2-expressing cells, Fluo-4 calcium fluorescence FDSS; stronger effect = lower value. B-score at 10 µM. 100,000 tested, 4% active. AID 449739;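 active means single-dose well whose peak fluorescence ratio is a statistical outlier from its plate by either plate-standardised score or position-corrected B-score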
Target sequence (O95180 whole entry, looked up): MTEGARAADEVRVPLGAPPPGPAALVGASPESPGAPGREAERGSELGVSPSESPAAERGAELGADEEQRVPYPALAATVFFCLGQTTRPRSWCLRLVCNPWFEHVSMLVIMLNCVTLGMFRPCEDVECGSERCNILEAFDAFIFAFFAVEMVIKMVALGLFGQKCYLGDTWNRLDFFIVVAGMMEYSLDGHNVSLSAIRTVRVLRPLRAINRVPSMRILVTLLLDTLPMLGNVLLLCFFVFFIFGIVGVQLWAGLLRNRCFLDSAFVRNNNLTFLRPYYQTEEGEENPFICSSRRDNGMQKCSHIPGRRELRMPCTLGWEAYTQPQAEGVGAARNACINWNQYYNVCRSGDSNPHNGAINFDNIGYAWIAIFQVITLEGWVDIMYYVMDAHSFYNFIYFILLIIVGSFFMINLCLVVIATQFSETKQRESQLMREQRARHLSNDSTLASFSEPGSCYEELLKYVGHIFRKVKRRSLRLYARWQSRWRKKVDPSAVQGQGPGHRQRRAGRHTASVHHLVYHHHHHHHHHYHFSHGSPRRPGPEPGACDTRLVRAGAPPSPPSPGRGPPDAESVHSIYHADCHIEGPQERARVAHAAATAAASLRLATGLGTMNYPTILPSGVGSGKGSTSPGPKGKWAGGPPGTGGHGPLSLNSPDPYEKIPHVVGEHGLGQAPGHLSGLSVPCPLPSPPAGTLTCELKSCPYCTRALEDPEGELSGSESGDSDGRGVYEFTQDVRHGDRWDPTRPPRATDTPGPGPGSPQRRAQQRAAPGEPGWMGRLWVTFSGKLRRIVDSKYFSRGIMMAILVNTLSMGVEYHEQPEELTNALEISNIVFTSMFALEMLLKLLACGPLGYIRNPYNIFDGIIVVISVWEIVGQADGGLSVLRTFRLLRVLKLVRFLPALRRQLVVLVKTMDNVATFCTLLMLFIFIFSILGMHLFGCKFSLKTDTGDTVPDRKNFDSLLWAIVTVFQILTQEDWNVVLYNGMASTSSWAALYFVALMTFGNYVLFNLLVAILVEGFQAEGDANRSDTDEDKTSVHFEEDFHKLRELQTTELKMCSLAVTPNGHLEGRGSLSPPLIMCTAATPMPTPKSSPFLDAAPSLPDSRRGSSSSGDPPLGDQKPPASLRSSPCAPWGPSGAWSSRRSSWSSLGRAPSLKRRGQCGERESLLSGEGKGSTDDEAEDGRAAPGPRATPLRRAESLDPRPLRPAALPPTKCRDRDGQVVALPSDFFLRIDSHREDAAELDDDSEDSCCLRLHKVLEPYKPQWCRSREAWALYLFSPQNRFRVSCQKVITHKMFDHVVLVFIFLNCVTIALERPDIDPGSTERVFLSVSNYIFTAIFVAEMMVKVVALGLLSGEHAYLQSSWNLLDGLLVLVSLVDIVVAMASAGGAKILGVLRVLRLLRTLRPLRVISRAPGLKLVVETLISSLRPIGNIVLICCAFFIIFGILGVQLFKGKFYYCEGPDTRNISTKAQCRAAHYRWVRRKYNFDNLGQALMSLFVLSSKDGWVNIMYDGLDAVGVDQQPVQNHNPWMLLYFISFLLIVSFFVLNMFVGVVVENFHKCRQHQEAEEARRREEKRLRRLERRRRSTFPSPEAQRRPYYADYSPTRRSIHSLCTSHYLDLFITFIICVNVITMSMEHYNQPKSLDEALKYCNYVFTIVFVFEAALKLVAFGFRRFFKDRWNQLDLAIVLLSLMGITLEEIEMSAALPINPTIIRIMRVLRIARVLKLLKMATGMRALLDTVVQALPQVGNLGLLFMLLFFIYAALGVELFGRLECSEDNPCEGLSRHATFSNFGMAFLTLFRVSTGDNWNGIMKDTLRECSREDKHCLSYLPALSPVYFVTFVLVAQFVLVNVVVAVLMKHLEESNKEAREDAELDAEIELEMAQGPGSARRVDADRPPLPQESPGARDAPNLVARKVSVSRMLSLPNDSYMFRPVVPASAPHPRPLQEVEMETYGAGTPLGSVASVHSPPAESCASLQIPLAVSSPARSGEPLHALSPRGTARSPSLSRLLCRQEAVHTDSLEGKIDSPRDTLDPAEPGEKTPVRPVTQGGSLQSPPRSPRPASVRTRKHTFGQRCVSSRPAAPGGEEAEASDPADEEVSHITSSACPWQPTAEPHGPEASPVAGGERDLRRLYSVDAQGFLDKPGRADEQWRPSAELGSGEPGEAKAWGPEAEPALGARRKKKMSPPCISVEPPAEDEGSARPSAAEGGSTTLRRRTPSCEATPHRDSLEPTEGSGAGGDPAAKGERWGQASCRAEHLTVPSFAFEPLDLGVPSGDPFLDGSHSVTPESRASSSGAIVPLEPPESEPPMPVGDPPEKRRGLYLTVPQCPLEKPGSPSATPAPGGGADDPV
* hit, by the source's call.

SMILES,Cav32 inh
S=C1N(c2ccccc2)C(c2ccccc2)N2CCCN12 (stereo unspecified),2.68
O=C(COc1ncnc2sccc12)Nc1ccc2c(c1)OCCO2,0.503
Cc1csc(NC(=O)CNC(=O)OCc2ccccc2)n1,0.248
COc1ccc(/C=N/N2CCN(C)CC2)cc1OC,0.442
COc1ccc(C(=O)N2c3cc4c(cc3C(C)=CC2(C)C)OCO4)cc1,-1.05
COc1ccc(C(C(=O)NC2CCCC2)N(CCN2CCOCC2)C(=O)c2ccc(OC)c(OC)c2)cc1 (stereo unspecified),-0.0604
CC1CN(c2nc3ccccn3c(=O)c2/C=C(\C#N)S(=O)(=O)c2ccccc2)CC(C)O1 (stereo unspecified),1.22
COc1ccccc1CNC(=O)c1csc(Cc2ccc(Cl)cc2)n1,-8*
CC1(C)C(N(O)C(=O)Nc2ccc(Cl)cc2)N(c2ccc(Cl)cc2)C(=O)N1CC(=O)NN (stereo unspecified),-1.8
O=C(Nc1cccc(-c2csc(Nc3ccc(Cl)cc3)n2)c1)c1cc([N+](=O)[O-])cc(C(F)(F)F)c1,0.298
CCCC(=O)C1=C(O)C(C(=O)OC)C(C)(C)CC1=NC(C)(C)C (stereo unspecified),4.05*
COc1ccc(CC(NC(C)=O)C(=O)NC2CCN(C(=O)Nc3ccc(C#N)cc3)CC2)cc1OC (stereo unspecified),-0.0412
CC(=O)Nc1ccccc1O,0.399
CCOC(=O)CNC(=O)CCNS(=O)(=O)c1ccc2c(c1)c(=O)n(C)c(=O)n2C,1.79
Cc1ccc(C(=O)c2ccc(N3CCOCC3)c(F)c2)cc1,-0.0398
CCCCC(CC)C(=O)Nc1ccccc1C#N (stereo unspecified),1.1
CC(=O)c1cccc(NC(=O)N2CCc3ccccc3C2)c1,-2.33
Cc1ccccc1NC(=O)c1cc(S(=O)(=O)N2CCOCC2)cs1,0.0138
Cc1cc(/C=N/NC(=O)c2ccc(CN3CCOCC3)cc2)c(C)n1-c1ccccc1,1.39
COc1ccc(OC)c(NC(=O)Nc2ccc(Cl)cc2)c1,-2.47
COc1ccc(CNC(=O)c2cnc3n(c2=O)CCS3)cc1,-0.852
Cc1cc(-c2ccccc2)[nH]c(=O)c1S(=O)(=O)c1ccc(Cl)cc1,0.902
Cc1ccc(C(=O)c2ccc(C(F)(F)F)cc2)cc1,0.316
Cc1ccc(C2=NN(C)c3nc4ccccc4n3C2)cc1,-0.335
COc1ccc(C(=O)/C=C/Nc2cccc(C)n2)cc1OC,-0.0247
CCN1/C(=C/C(C)=O)Sc2ccc(OC)cc21,0.334
C[C@@H](C(=O)N1CCN(C(=O)OC(C)(C)C)CC1)n1cc(CCC(=O)O)nn1,0.456
CN1CCN(C(=O)c2cnn3c(C(F)F)cc(C4CC4)nc23)CC1,-0.123
CN(CCOC(=O)c1ccco1)Cc1ccccc1,0.0928
C=CCn1c(SCC(=O)NCc2ccccc2)nnc1C1CCCCC1,-0.442
COc1ccccc1OCC(O)Cn1c(=N)n(CCN2CCCCC2)c2ccccc21 (stereo unspecified),-3.06
COc1ccc(-c2noc(CN(C)S(=O)(=O)c3ccc(C)cc3)n2)cc1,-0.0964
CC(C)Cc1nnc(NC(=O)CCC(=O)Nc2ccc(F)cc2)s1,-0.0137
COc1ccc(Cl)cc1C(=O)n1nc(C)cc1C,0.465
CC(c1nc2ccccc2c(=O)[nH]1)N1CCN(C)CC1 (stereo unspecified),-0.594
N#Cc1ccc(COC(=O)Cn2nnc(-c3ccccc3)n2)cc1,0.0862
O=C(O)CCC(=O)Nc1ccc(N2CCCCC2)c(C(=O)O)c1,0.591
Cn1c(-c2ccc(C=O)s2)nc2c3ccccc3c3ccccc3c21,-5.53*
CC(C)(C)c1cc2cccnc2n1Cc1cccc(F)c1,-2.5
CC(C)C(=O)NCCc1nc2ccccc2n1C,-0.715
C=CCNC(=O)c1ccccc1Cl,0.711
O=C(CSc1n[nH]c(-c2ccncc2)n1)NCCc1ccccc1,0.838
O=c1c(-c2c(O)cc(O)c3c(=O)cc(-c4ccc(O)cc4)oc23)c(-c2ccc(O)cc2)oc2cc(O)cc(O)c12,-0.12
C=CCNC(=O)CSc1nnc(-c2ccncc2)n1CCc1ccccc1,1.78
CC(=O)Nc1nonc1-c1nc2ccccc2n1N(C(C)=O)C(C)=O,-0.213
CCOc1ccc(CN(C(=O)c2ccco2)C2CCS(=O)(=O)C2)cc1 (stereo unspecified),0.885
Cc1ccc(OCC(O)CN2CCN(c3ccccc3)CC2)cc1 (stereo unspecified),-0.456
CCOC(=O)N1CCN(C(=O)COc2cc(=O)n(C)c3ccccc23)CC1,0.849
CCOC(=O)c1cnc(-c2ccccc2)nc1Oc1ccc(C)cc1,-0.99
COc1cccc(Nc2nc(N)nc(-c3oc4ccccc4c3C)n2)c1,-0.202
COc1ccc2[nH]c(=O)c(CN(C(=O)c3ccncc3)C(C)C)cc2c1,-0.266
COc1ccc(CNCC(O)(c2ccc(Cl)cc2)c2ccc(Cl)cc2)cc1OC,-1.23
COc1ccc(NC(=O)CCn2nc(C)cc2C)cc1,1.2
Cc1ccc(Cl)cc1NS(=O)(=O)c1c(C)[nH]c(=O)[nH]c1=O,-0.0828
NC(=O)c1c(NC(=O)Cc2cccs2)sc2c1CCC2,-0.381
Cn1c(CSCc2ccccc2Cl)nnc1SCC(=O)Nc1nccs1,-2.86
CCOC(=O)C1CCN(C(=O)CCS(=O)(=O)c2ccc3c(c2)CCN3C(C)=O)CC1,1.91
COC(=O)C1=C(C)NC2=C(C(=O)C(C(=O)OC)C(c3ccc(OC)cc3)C2)C1c1ccccn1 (stereo unspecified),0.74
CCn1cc(CNC(=O)CCc2ccc(OC)cc2)cn1,-0.0337
Cc1ccc(NC(=O)c2snc3c(=O)[nH]cnc23)cc1C,0.538

Records listed so far marked active in Cav32 inh:
SMILES,Cav32 inh
COc1ccccc1CNC(=O)c1csc(Cc2ccc(Cl)cc2)n1,-8*
CCCC(=O)C1=C(O)C(C(=O)OC)C(C)(C)CC1=NC(C)(C)C (stereo unspecified),4.05*
Cn1c(-c2ccc(C=O)s2)nc2c3ccccc3c3ccccc3c21,-5.53*

Continuation.
SMILES,Cav32 inh
CC(C)OC(=O)Cn1c(=O)sc2ccccc21,0.741
COc1ccccc1OCCCn1c(C)c(C#N)c2ccccc21,-2.29
COc1ccc([N+](=O)[O-])cc1C1NN=C(c2cccc3ccccc23)S1 (stereo unspecified),-1.23
Cc1ccc(-n2ncc(C(=O)O)c2C2CCN(C(=O)OC(C)(C)C)CC2)cc1,-0.421
CCN(CC)CCN1C(=O)C(O)=C(C(=O)c2cccs2)C1c1ccc(C)o1 (stereo unspecified),0.889
CC1CCCC(NC(=O)COC(=O)COc2ccc(Cl)cc2)C1C (stereo unspecified),0.921
COc1ccc(OC)c(NC(=O)CCC(=O)Nc2nnc(C(F)(F)F)s2)c1,-0.775
CC(NC(=O)COc1ccc(Br)cc1)C(=O)O (stereo unspecified),0.967
Cc1ccc(S(=O)(=O)NCC(=O)OCC(=O)c2cccs2)cc1,0.419
CC(=O)C1=C(C)NC(SCC(=O)c2ccc(Cl)cc2)=C(C#N)C1c1ccco1 (stereo unspecified),-4.53*
Cc1ccc(-c2cc(C(F)F)n3ncc(C(=O)Nc4c(C)nn(Cc5c(Cl)cccc5Cl)c4C)c3n2)cc1,0.0692
N#Cc1ccsc1NC(=O)COC(=O)CCCSc1nc2ccccc2s1,0.0305
CCc1ccccc1NC(=O)c1nnn(CC(=O)Nc2ccccc2C)c1N,-0.0435
Cc1nn(C(=O)CN2C(=O)c3ccccc3C2=O)c(C)c1Br,-1.69
Cc1ccc(-c2nc3ccccc3[nH]2)s1,1.71
O=C(NCc1ccc(C(F)(F)F)cc1)C12CN(Cc3ccccc3)CC1C(c1cccc([N+](=O)[O-])c1)=NO2 (stereo unspecified),-3.16*
C/C(=N\NC(=O)c1ccccc1O)c1c(O)cc(C)oc1=O,-0.0477
Cc1cc(C)cc(COn2ccnc2)c1,0.0599
COC(=O)C1=C(N)OC2=C(C(=O)CC(C)(C)C2)C1c1cccs1 (stereo unspecified),-0.498
O=C(NC(Cc1c[nH]c2ccccc12)c1nnc2n1CCCCC2)c1ccccc1 (stereo unspecified),0.169

For convenience, 2 of the compounds above.
SMILES,Cav32 inh
S=C1N(c2ccccc2)C(c2ccccc2)N2CCCN12 (stereo unspecified),2.68
O=C(COc1ncnc2sccc12)Nc1ccc2c(c1)OCCO2,0.503

Other compounds.
SMILES,Cav32 inh
C/C(=C\COc1cc(=O)[nH]c2ccccc12)CCC(O)C(C)(C)O (stereo unspecified),0.467
CC1(C)Cc2c(sc3c2c(=N)n(Cc2ccco2)c(=O)n3Cc2ccccc2)CO1,-2.43
Cc1cccc(NS(=O)(=O)c2ccc(Oc3ccccc3)cc2)n1,-1.33
O=C(CSc1nc2ccccc2n1S(=O)(=O)c1ccccc1)N1CCCCC1,-0.638
O=C1CN=C(Nc2ccccc2)N1Cc1cccs1,0.408
O=S(=O)(NC1CCCCCCC1)c1cccs1,-1.28
Cc1cc(-c2cc(C(=O)NC3CCCC3)on2)nc(NCC2CC2)n1,1.49
Cc1ccc(C(=O)NCCOC23CC4CC(CC(C4)C2)C3)cc1,-1.47
CCOC(=O)C1=NN(c2cccc(C)c2)C2(S1)SC(C(C)=O)=C(C)N2c1ccccc1 (stereo unspecified),-3.46*
CCOC(=O)c1oc2cccc(O)c2c1CN(Cc1ccccc1)C(C)=O,-0.756
c1ccc(Cn2nnc3c(N4CCOCC4)ncnc32)cc1,0.974
Cc1cc(C)nc(SCC(=O)O)n1,-0.0254
Cc1ccc(Cn2nnc3c(=O)[nH]c(C4CCN(S(=O)(=O)c5ccc(C)cc5)CC4)nc32)cc1,-1.08
COc1cc2cc3c(N)c(C(=O)Nc4sc(C)c(C)c4C#N)sc3nc2cc1OC,-1
CCC1Oc2ccccc2N(Cc2ccccc2C)C1=O (stereo unspecified),-1.52
O=C(CN(C(=O)CSc1nc2ccccc2o1)c1cccc(F)c1)NC1CCCCC1,-5.63*
CCOC(=O)C1CCCN(CCC(=O)Nc2cccc(F)c2)C1 (stereo unspecified),-0.385
O=C(NC1CC1)C1CCN(c2ccc(S(=O)(=O)N3CCOCC3)cc2)CC1,0.859
CCOc1ccc2[nH]c(C)c(CN3CCOCC3)c(=O)c2c1,1.94
CC(O)c1nc2ccccc2n1Cc1nnc(-c2ccc(Cl)cc2)o1 (stereo unspecified),-1.86

In the list so far, 2 contain bromine.
SMILES,Cav32 inh
CC(NC(=O)COc1ccc(Br)cc1)C(=O)O (stereo unspecified),0.967
Cc1nn(C(=O)CN2C(=O)c3ccccc3C2=O)c(C)c1Br,-1.69

(further entries)
SMILES,Cav32 inh
Clc1ccc(OCCOCCN2CCCCC2)c(Br)c1,0.608
CN1CCN(C(=O)CN(Cc2ccc(Cl)cc2)S(C)(=O)=O)CC1,0.279
CC(O)/C=C/c1ccc2ccccc2n1 (stereo unspecified),0.429
Cc1nn(-c2ccccc2)c2sc(C(=O)O)cc12,-0.636
CSc1ccn(CCC(=O)O)c(=O)n1,-0.419
CN(c1ccc(C(=O)Nc2nccs2)cc1)S(=O)(=O)c1ccccc1,-2.11
O=C(NC1CCCCC1)c1ccccc1NC(=O)C1CC(=O)N(c2ccccc2)C1 (stereo unspecified),0.00732
COc1ccc(C(=O)NNC(=O)CN2CCC(n3nnc4cc(C(F)(F)F)ccc43)CC2)cc1,1.45
Cc1ccc(N(CN2C(=O)NC(C)(C)C2=O)CN2C(=O)NC(C)(C)C2=O)cc1,1.14
Cc1ccc(NC(=O)N(Cc2ccc3c(c2)OCO3)Cc2cc3cc4c(cc3[nH]c2=O)OCCO4)cc1,-0.835
CCOc1ccc(CNC(=O)C2CCC(=O)N2C2CCCC2)cc1OC (stereo unspecified),-0.178
O=C(Nc1nc(-c2ccc(-c3ccccc3)cc2)cs1)C1CCCO1 (stereo unspecified),-0.569
NC(=O)C1CCN(C(=O)CN2C(=O)c3ccccc3S2(=O)=O)CC1,-0.472
C=CCn1c(-c2ccoc2C)n[nH]c1=S,0.117
O=[N+]([O-])c1ccc(N2CCN(c3ccc(Cl)nn3)CC2)cc1NC1CC1,0.465
c1cncc(CNC2CCCc3ccccc32)c1 (stereo unspecified),-0.186
Cc1ccc(/C=N/Nc2nc(Cl)c(Cl)cc2Cl)s1,-2.07
CC(=O)N1CCC(=NNS(=O)(=O)c2ccc(C)c([N+](=O)[O-])c2)CC1,0.139
CCn1c(SCC(=O)N2CCc3ccccc32)nnc1-c1c[nH]c2ccccc12,0.0355
COc1ccccc1S(=O)(=O)Cc1ccc(C(=O)N2CCOCC2)o1,1.18
CC1CC(C)CN(S(=O)(=O)c2cccc3cccnc23)C1 (stereo unspecified),-3.54
COc1ccc(/C=C2/C(=O)ON=C2c2ccccc2)cc1OC,0.95
CCc1nc2ccccc2c(=O)n1NC(=O)c1c(O)c2cccc3c2n(c1=O)CCC3,-6.14*
C[C@H](NC(=O)c1nc[nH]c1C(=O)NCc1ccc(CNC(=O)OC(C)(C)C)cc1)C(=O)OC(C)(C)C,-1.01
O=S(=O)(c1cc(-c2nnc(-c3ccc(Br)cc3)o2)ccc1Br)N1CCCCCC1,-1.93
COc1ccc(-c2cc(C(=O)NCCCn3ccnc3)no2)cc1OC,0.416
O=C(NNS(=O)(=O)c1ccccc1)c1cnn(-c2ccccc2)c1-n1cccc1,1.36
CCC(=O)Nc1nnc(CSCc2ccc(F)cc2)s1,0.294

These rows are one share of the data. The share of hits here may be higher or lower than overall.
